# GALK inhibitor – inhibitors of human galactokinase | P51570 | Purified GALK, Kinase-Glo residual ATP luminescence | Potency, µM (series often up to 57.5 µM), inactives show at the top dose activity change, negative = inhibition, most hits filed as inhibitors | 270,000 compounds, 0.007% hits; further: potency means the concentration at half of the fitted maximal effect; on the % scale 0 is the no-effect control and ±100 the full control effect
#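 The enzyme phosphorylates galactose (100 uM) using ATP (35 uM); inhibition is detected as higher residual ATP, quantified by bioluminescence after 1 h reaction at room temperature, pH 8.0.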
# MBNL1 CUG block – inhibitors of human MBNL1 binding to CUG repeat RNA; Potency, µM (highest dose often 57.5 µM), without a hit: at the top dose activity change, negative = inhibition, hits mostly inhibitors; TR-FRET MBNL1-His/biotin-(CUG)12 binding, 665/545 ratio; Q9NR56; 280,000 compounds, 0.036% hits; active means well fitted inhibition curve with a large enough effect in the signal ratio, with a control signal flat, not every such curve was filed as active; inconclusive means small, poorly fitted or top-dose-only effect, or effect the other way, or a change in a side signal; inactive means no such curve, though single readings can be large or run the other way; the % refers to the signal ratio; further: potency means the concentration at half of the fitted maximal effect; on the % scale 0 is the no-effect control and ±100 the full control effect
#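 Compounds (final 92 nM to 58 uM) are added to His-tagged MBNL1 and biotin-(CUG)12, then terbium anti-His antibody and streptavidin-XL665 (5 nM final). After 60 min at room temperature, the 665/545 nm ratio is read.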
# KCNH2 3.1 block – inhibitors of human KCNH2 3.1 potassium channel isoform; U2OS KCNH2 3.1, thallium flux FluxOr; hits give low values; activity change, % (tested at about 1.8 µM); 340,000 compounds, 0.95% hits; AID 720553;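 active means maximum activity change below -70%; inconclusive means maximum activity change from -70% to -50%; inactive means maximum activity change above -50%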;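 further: thallium influx rate constant from kinetic fluorescence after stimulation buffer; on the % scale 0 is the no-effect control and ±100 the full control effect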
#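 FluxOr-based Tl+ influx in U2OS cells transduced with KCNH2 3.1 virus; rate constants normalized to DMSO controls.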
# hERG WT inh – blocks the wildtype human KCNH2 potassium channel | Q12809 | U2OS, BacMam KCNH2, thallium flux FluxOr; hits give low values | activity change, % at 1.84 µM | 340,000 compounds, 0.37% hits | AID 720551;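 active means maximum activity change below -70%; inconclusive means maximum activity change between -70% and -50%; inactive means maximum activity change above -50%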; further: on the % scale 0 is the no-effect control and ±100 the full control effect
#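 U2OS cells were transduced with wild-type KCNH2 virus (2.03 x 10^8 / mL) for 4 h at room temperature, then cultured overnight at 37 C. Thallium flux was read with FluxOr dye. Rate constants were normalized to DMSO controls.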
# Integrin act MD – activates integrin-mediated alleviation for muscular dystrophy; 350,000 compounds, 0.064% hits; Potency, µM (series often up to 38.3 µM), for the others: at the highest dose activation, usual class: activators; AID 624291; alpha7betagal myoblasts, beta-gal FDG fluorescence, 48 h;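 further: potency means the concentration at half of the fitted maximal effect; 100% = response of the positive control SU9516; nearly all actives have a fitted effect of over 60% in size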
#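 Alpha7betagal+/- myoblasts (passage 13) were plated 16-24 hr, then exposed to compounds (1:260 dilution of DMSO stock) for 48 hours at 37C. After MPER lysis, β-galactosidase reporter activity was read as FDG fluorescence (ex 480/em 540) after 30 minutes.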
# Coupling enz – inhibits coupling enzyme system, counter-screen for aldolase hits. coupling enzyme system counterscreen, AmpLite Red fluorescence. activity change, negative = inhibition, % at 58.2 µM, hits read low. 290,000 compounds, 0.67% hits; in the data active means activity change below about -30%; further: on the % scale 0 is the no-effect control and ±100 the full control effect
#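 Compounds tested against the coupling enzymes alone at 57.5 uM final; readout was AmpLite Red fluorescence (525/598 nm) after 20 min at RT.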
# A-T KAP1 phos – potential ataxia-telangiectasia treatment; […] A-T fibroblasts, KAP-1 phosphorylation AlphaLISA; neocarzinostatin DNA damage 30 min before lysis; Potency, µM (highest dose often 57.5 µM), without a hit: at the highest dose activation, usual class: activators; 320,000 compounds, 0.19% hits; further: potency means the concentration at half of the fitted maximal effect; % of control where 0% means no effect; nearly all actives have a fitted effect of over 45% in size
#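 hTERT-immortalized A-T patient fibroblasts ([…]), 500 cells/well in OPTI-MEM, 1% FBS, got compounds for 60 min, then NCS for 30 min at 37C. Lysates were then assayed for phospho-KAP-1 by AlphaLISA (anti-pKAP1 donor, anti-KAP1 acceptor beads), 6 hr at 25C.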
# S-ASM inh – inhibitors of human secretory acid sphingomyelinase; P17405; placental ASM, HMU-PC fluorogenic substrate, 60 min; AID 504937; 340,000 compounds, 0.006% hits; Potency, µM (highest dose often 57.5 µM), for inactives: at the highest dose activity change, negative = inhibition, usual class: inhibitors; further: potency means the concentration at half of the fitted maximal effect
#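 qHTS format. ASM enzyme prepared from human placenta hydrolyses the fluorogenic substrate HMU-PC0 (9 uM final) over 60 min at 37 °C after a 10 min compound preincubation.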
# MLL CXXC-DNA inh – blocks binding of human MLL CXXC domain to DNA; Q03164; MLL-CXXC / FITC-HOXA9 DNA fluorescence polarization; Potency, µM (doses to about 115 µM), without a hit: at the top dose activity change, negative = inhibition, hits mostly inhibitors; 290,000 compounds, 0.037% hits; AID 2662; active means well fitted inhibition curve with a large enough effect in the polarisation, with a control signal flat, not every such curve was filed as active; inconclusive means small, poorly fitted or top-dose-only effect, or effect the other way, or a change in a side signal; inactive means no such curve, though single readings can be large or run the other way; the % refers to the polarisation; further: potency means the concentration at half of the fitted maximal effect
#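 Purified MLL-CXXC (added from a 7 uM solution) was preincubated 5 min at ambient with pinned compounds in 50 mM Tris-HCl pH 7.5, 50 mM NaCl, 1 mM DTT, 0.05% BSA. Fluorescein-labeled HOX-A9 DNA (50 nM solution) followed, 30 min, then polarization read.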
# TRPV1 ag – activates the human vanilloid receptor TRPV1; 320,000 compounds, 0.19% hits; AID 540275; activation, % at 8.33 µM; TRPV1-expressing cells, Fluo-8 calcium influx, agonist mode; in the data active means activation above about 80%; inconclusive means between about 30% and that limit; further: 0% is about no effect
# Target sequence (Q8NER1 whole entry, looked up): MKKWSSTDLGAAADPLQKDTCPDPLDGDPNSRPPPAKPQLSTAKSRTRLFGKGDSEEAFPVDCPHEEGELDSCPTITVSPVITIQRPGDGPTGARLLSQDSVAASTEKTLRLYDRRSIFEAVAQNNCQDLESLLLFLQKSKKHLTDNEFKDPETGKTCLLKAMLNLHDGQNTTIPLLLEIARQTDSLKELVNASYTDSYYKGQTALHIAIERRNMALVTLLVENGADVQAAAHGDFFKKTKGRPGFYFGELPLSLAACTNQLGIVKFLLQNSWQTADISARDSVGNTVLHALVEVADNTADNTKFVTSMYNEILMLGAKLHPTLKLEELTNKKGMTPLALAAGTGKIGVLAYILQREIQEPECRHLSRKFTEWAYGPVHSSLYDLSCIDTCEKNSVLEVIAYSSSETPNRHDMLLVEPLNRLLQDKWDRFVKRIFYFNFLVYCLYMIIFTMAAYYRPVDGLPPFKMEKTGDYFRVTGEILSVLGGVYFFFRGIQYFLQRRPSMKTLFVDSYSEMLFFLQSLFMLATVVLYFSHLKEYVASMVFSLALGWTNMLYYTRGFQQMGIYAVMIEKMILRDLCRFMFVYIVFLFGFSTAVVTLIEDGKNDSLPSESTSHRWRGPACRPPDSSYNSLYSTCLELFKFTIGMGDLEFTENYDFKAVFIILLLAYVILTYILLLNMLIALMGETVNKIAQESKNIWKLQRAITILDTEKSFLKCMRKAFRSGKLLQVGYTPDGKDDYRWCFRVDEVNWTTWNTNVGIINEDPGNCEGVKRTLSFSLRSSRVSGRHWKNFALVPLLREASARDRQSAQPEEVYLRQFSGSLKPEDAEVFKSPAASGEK
#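 Cells expressing TRPV1 were dye-loaded with Fluo-8 and read kinetically: 10 s baseline, 3 min after compound (agonist portion), then 2 min after EC20 capsaicin (allosteric enhancer portion). Calcium-bound dye fluorescence at 480/520 nm.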
# Active calls of the source: *; ? = inconclusive; / = not tested or not shown; [ ] = remark or other dose. Unless noted, the call rests on the fitted dose curve; in most records, active means well fitted curve in the direction sought with a large enough effect; inconclusive means small, poorly fitted or top-dose-only effect, or another doubt; inactive means no such curve, though single readings can be large; an effect the other way counts as inactive or inconclusive.
Compound | GALK inhibitor | MBNL1 CUG block | KCNH2 3.1 block | hERG WT inh | Integrin act MD | Coupling enz | A-T KAP1 phos | S-ASM inh | MLL CXXC-DNA inh | TRPV1 ag
Cc1cc(C)cc(NC(=O)Cn2c(-c3ccccc3Cl)nc3ccccc32)c1 | -1% | 2% | -14 | -9 | -8% | 0 | 3% | 0% | -3% | -2
Cc1ccccc1C(=O)Nc1nncs1 | -3% | -2% | 6 | 30 | -3% | -1 | -1% | 2% | 3% | 3
C/C=C/C(=O)OCC(=O)Nc1cc([N+](=O)[O-])ccc1Cl | 3% | ? | -12 | 1 | -42%[inhibitor] | -2 | 12% | 1% | 0% | 3
CN(C)S(=O)(=O)c1ccc(Cl)c(C(=O)Nc2ccccc2[N+](=O)[O-])c1 | 2% | / | -4 | 1 | -6% | 1 | -1% | 3% | 1% | 1
CC(C)(C)c1cc(C(=O)NN)n(Cc2ccc(Cl)cc2Cl)n1 | 3% | 2% | 15 | -4 | ? | 1 | 2% | -2% | -8% | 25
COc1ccc(CN2CCN(c3ncnc4scc(-c5ccc(F)cc5)c34)CC2)cc1 | -2% | -9% | -97* | ? | -21% | 10 | 14µM* | -4% | 10% | -4
C#CCCc1cocc1/C=[N+](\[O-])c1ccc(C(=O)OCC)cc1 | / | / | 24 | 10 | -1% | / | 8% | -7% | / | -7
NC(=O)CSc1nnc(COc2ccc3ccccc3c2)o1 | -6% | -3% | 7 | 19 | -3% | 0 | 16% | -1% | 3% | 0
COC(=O)C1=C(C)NC(C)=C(C(=O)OC)C1c1ccc(NC(C)=O)cc1 | -3% | -5% | 7 | -6 | -4% | 7 | 0% | 88%[activator] | 2% | 1
CC(C)CCN1C(=O)c2ccc(C(=O)Nc3cc(C(=O)O)cc(C(=O)O)c3)cc2C1=O | -3% | ? | -8 | 3 | 16% | 1 | -9% | 0% | 1% | 2

# Overlap with the part before: 4 entries, then new ones.
Compound | GALK inhibitor | MBNL1 CUG block | KCNH2 3.1 block | hERG WT inh | Integrin act MD | Coupling enz | A-T KAP1 phos | S-ASM inh | MLL CXXC-DNA inh | TRPV1 ag
C#CCCc1cocc1/C=[N+](\[O-])c1ccc(C(=O)OCC)cc1 | / | / | 24 | 10 | -1% | / | 8% | -7% | / | -7
NC(=O)CSc1nnc(COc2ccc3ccccc3c2)o1 | -6% | -3% | 7 | 19 | -3% | 0 | 16% | -1% | 3% | 0
COC(=O)C1=C(C)NC(C)=C(C(=O)OC)C1c1ccc(NC(C)=O)cc1 | -3% | -5% | 7 | -6 | -4% | 7 | 0% | 88%[activator] | 2% | 1
CC(C)CCN1C(=O)c2ccc(C(=O)Nc3cc(C(=O)O)cc(C(=O)O)c3)cc2C1=O | -3% | ? | -8 | 3 | 16% | 1 | -9% | 0% | 1% | 2
CC(C)OC(=O)C[N+](C)(C)CCN1C(=O)C2C(c3ccccc3)C=CC(c3ccccc3)C2C1=O (stereo not drawn) | 9% | -6% | 11 | 1 | 18% | -2 | -1% | 2% | -2% | 1
Cc1nc(-c2ccc(Cl)cc2)sc1C1(C)CC(c2c(Cl)cccc2Cl)=NO1 (stereo not drawn) | -2% | 1% | 2 | -4 | 15% | 0 | ? | 0% | 1% | 0
CSc1ccccc1NC(=O)c1c(C)noc1C | 0% | 6% | -8 | -2 | 1% | -2 | 14% | -2% | 0% | -10
CC(C)CNC(=O)CSc1ccc(S(=O)(=O)N2CCN(C)CC2)cn1 | / | / | 10 | 6 | -10% | / | -13% | 2% | / | 1
CCc1ccccc1OCC(=O)NNCC(=O)Nc1cccc(C#N)c1 | / | / | -7 | 7 | -27% | / | 9% | -1% | / | 0
CC(C)OP(=O)(OC(C)C)C(Nc1ccccc1)c1cccnc1 (stereo not drawn) | 1% | 3% | -6 | 2 | -5% | 4 | 4% | 1% | 4% | 1
COc1ccc2[nH]c3c(c2c1)[C@@H]1CCN2C(=O)CCC[C@H](C3)[C@H]12 | / | -6% | 19 | 4 | 0% | 3 | -1% | -2% | -7% | 3
COc1ccc(-c2noc(CNS(=O)(=O)c3ccc(NC(C)=O)cc3)n2)cc1 | -1% | -1% | 5 | 4 | 16% | / | -14% | 1% | 1% | -2
COc1ccc(OCCCC(=O)NCC(C)C)cc1 | -1% | -2% | 2 | -10 | -3% | 0 | -3% | 1% | 7% | 4
O=C(CCn1c(=S)[nH]c2ccccc2c1=O)NCC1CCCO1 (stereo not drawn) | 1% | 3% | -17 | -5 | 0% | -1 | 4% | 3% | -5% | 3

# The final 3 entries of the section above are carried over, then new ones follow:
Compound | GALK inhibitor | MBNL1 CUG block | KCNH2 3.1 block | hERG WT inh | Integrin act MD | Coupling enz | A-T KAP1 phos | S-ASM inh | MLL CXXC-DNA inh | TRPV1 ag
COc1ccc(-c2noc(CNS(=O)(=O)c3ccc(NC(C)=O)cc3)n2)cc1 | -1% | -1% | 5 | 4 | 16% | / | -14% | 1% | 1% | -2
COc1ccc(OCCCC(=O)NCC(C)C)cc1 | -1% | -2% | 2 | -10 | -3% | 0 | -3% | 1% | 7% | 4
O=C(CCn1c(=S)[nH]c2ccccc2c1=O)NCC1CCCO1 (stereo not drawn) | 1% | 3% | -17 | -5 | 0% | -1 | 4% | 3% | -5% | 3
CCCCOc1ccc(-c2cc(C(F)(F)F)c(C#N)c(SCC(=O)O)n2)cc1 | 1% | 2% | 25 | 0 | -15% | 13 | -5% | 353%[activator] | ? | 0
COc1ccc(CSc2ncn[nH]2)cc1[N+](=O)[O-] | / | ? | 24 | 2 | 12% | 2 | 4% | 4% | 4% | 2
O=C(NC(C(=O)O)c1ccccc1)c1ccccc1 (stereo not drawn) | 0% | -6% | 9 | -2 | 1% | 3 | -2% | 3% | -4% | 2
Cc1ccc(S(=O)(=O)NC(=O)c2cc(C)n(CCCN3CCOCC3)c2C)cc1 | 0% | -2% | 1 | -5 | -1% | 3 | -4% | 5% | -2% | -2
O=C1NN(c2cccc(Br)c2)C(=O)/C1=C\c1ccccc1 | -13% | -8% | -6 | -10 | -9% | 1 | 0% | -2% | 22% | 1
CN(Cc1ccccc1)S(=O)(=O)c1ccc(Cl)c(C(=O)NCc2ccncc2)c1 | / | / | 0 | 5 | ? | / | 14% | 3% | / | 12
COc1cc(C(=O)Oc2cc(N)n(S(=O)(=O)c3ccccc3)n2)cc(OC)c1OC | 7% | 0% | 1 | -4 | 3% | 0 | 9% | 0% | 28% | 4
CN1CCN(C(=S)Nc2ccc(Cl)cc2Cl)CC1 | -1% | -3% | 6 | -1 | 21% | 0 | 0% | 3% | -1% | -3
CCOCCc1nn2c(=O)cc(CSCC(=O)Nc3ccccc3)nc2s1 | -4% | -6% | 7 | 0 | 4% | / | 6% | 8% | -12% | 2
COc1ccc(OC)c2sc(N(CCN(C)C)C(=O)c3ccc4ccccc4c3)nc12 | 7% | 2% | 14 | 2 | 19% | 1 | -2% | -7% | -8% | 3
Cc1ccc(C)c(NS(=O)(=O)c2ccc(NC(=O)c3ccco3)cc2)c1 | -5% | 2% | -14 | -4 | 5% | 1 | 2% | -6% | 7% | 14
Cc1nn(-c2ccccc2)c2nc(-c3ccco3)cc(C(=O)O)c12 | 0% | 16% | 28 | -4 | 7% | 11 | 11% | 17% | -6% | 0
N/C(COc1ccccc1)=N\NC(=O)c1cccnc1Oc1ccccc1 | 0% | -6% | 10 | -8 | -20% | -3 | 0% | 4% | -20% | -3
Cc1cc(NS(=O)(=O)c2ccc(NC(=O)c3cc4ccccc4o3)cc2)no1 | 1% | -2% | / | / | / | 9 | 2% | / | -13% | -1
CCOc1ccc(C(=S)N2CCN(C)CC2)cc1 | 1% | -5% | ? | 24 | -10% | 0 | -1% | 1% | 15% | 1
COc1ccc(OCC(=O)N2CCN(c3cccc(C(F)(F)F)c3)CC2)cc1 | 4% | 1% | 8 | 14 | 6% | 1 | 0% | -8% | 13% | ?
NC(=O)C1CCN(C(=O)c2ccc(Oc3ccccc3)cc2)CC1 | -1% | 1% | 8 | -25 | -4% | 3 | 3% | -2% | -3% | 1
Cc1ccc(S(=O)(=O)NCC(c2ccco2)N2CCc3ccccc3C2)cc1 (stereo not drawn) | / | / | 18 | 0 | ? | / | 16% | 1% | / | 12
O=C(CC(=O)N/N=C\c1cccc(Cl)c1Cl)NCc1ccccc1 | 3% | / | 14 | 13 | -28% | -7 | 3% | -2% | 0% | 2
O=C(CSc1ccc2ccccc2c1)Nc1nc2ccccc2[nH]1 | 1% | -7% | -17 | 0 | ? | 1 | -13% | -1% | 17% | -1
Cc1cccc(-n2nc3c(c2NC(=O)c2ccco2)CS(=O)C3)c1C (stereo not drawn) | -1% | 0% | 13 | -11 | 11% | 2 | -11% | 2% | 10% | 0
CCc1c(C(=O)N2CCOCC2)csc1C | 0% | -8% | -8 | 4 | 0% | 3 | -4% | 1% | 1% | -5
Cc1ccc(OCC(=O)Nc2ccc3c(c2)ncn3C)cc1 | / | / | 15 | -3 | 5% | / | / | -4% | / | /
